Assay outcomes as filed in PubChem.
S1P3 agonist: human S1P3 receptor agonists, primary screen, cell-based, primary and confirmation, NFAT-BLA reporter. S1P3 NFAT-BLA reporter cells, agonism, FRET ratio; relative to 1 µM S1P, basal subtracted. activation, % at 4.5 µM. hit rate 0.1% among 60,000;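 active means activation above the screen-wide mean plus 3 SD, cut at about 4.5% in these data, passing the limit was not always enough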; further: some compounds called inactive have numbers as strong as hits
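material = human S1P3 NFAT-BLA reporter CHO cells | schedule = 4 h compound at 37 °C, 2 h substrate at RT | measured by = fluorescent BLA substrate, ex 405 nm, em 460/535 nm ratio | controls = 1 µM S1P reference | replication = primary once, confirmation triplicate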
RORA act: activators of orphan receptor RORA, primary screen, cell-based, luminescence. CHO-K1 Gal4-RORA LBD luciferase reporter; percent increase over mock-subtracted basal signal. activation, % at 10 µM. hit rate 1.5% among 65,000;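 active means activation above the mean of all tested compounds plus 3 SD, cut at about 49% in these data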;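 further: 0% = DMSO-treated RORA cells and 100% = added signal equal to DMSO minus mock-transfected cells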
5HT1E antag: 5-HT1E receptor antagonists, primary screen, cell-based, HTS. 5-hydroxytryptamine receptor 1E (Homo sapiens), P28566. CHO 5-HT1E Ga15 NFAT-bla reporter, FRET, antagonist. inhibition, % at 6 µM. hit rate 0.99% among 65,000;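 active means inhibition above a set limit, the mean inhibition across every tested compound plus 3 SD, cut at about 29% in these data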;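 further: signal is the 460 over 535 nm emission ratio of beta-lactamase substrate; 0% = agonist plus DMSO wells and 100% = wells without agonist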
5HT1E ag: 5-HT1E receptor agonists, primary screen, cell-based, HTS | CHO 5-HT1E Ga15 NFAT-bla reporter, FRET; 0% DMSO wells, 100% control agonist wells | activation, % at 6 µM | hit rate 0.69% among 65,000 | AID 574, 2007;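 active means activation above a set limit, the screen-wide mean activation plus 3 SD, cut at about 8.5% in these data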;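 further: 100% = positive control agonist at 1 µM giving full maximal response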
S1P1 ag pot: S1P1 agonists and agonism potentiators, primary screen, cell-based, primary and confirmation screens, CRE-bla reporter | Sphingosine 1-phosphate receptor 1 (Homo sapiens), P21453 | S1P1 CRE-bla cells, forskolin, beta-lactamase FRET, potentiator mode; S1P1 agonist co-added at EC20, 2 nM; 100% = saturating reference agonist, 0% = basal | activation, % at 9.5 µM | hit rate 0.57% among 56,000 | AID 449, 2006;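 active means activation above a cutoff set at the mean activation of all tested compounds plus 3 SD, cut at about 54% in these data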;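 further: forskolin at 4 µM as EC80 and the EC20 agonist is SEW2871; 100% = SEW2871 at its EC100 plus forskolin at EC80; some compounds past the cut are filed as inactive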
5-HT1A blocker: human 5-HT1a receptor antagonists, primary screen, cell-based, CHO, Ga15 NFAT-bla reporter; AID 612, 2007; CHO 5-HT1a Ga15 NFAT-bla reporter, antagonist mode; inhibition, % at 10 µM; hit rate 0.68% among 62,000; 5-hydroxytryptamine receptor 1A (Homo sapiens), P08908;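 active means inhibition above the mean of all tested compounds plus 3 SD, cut at about 43% in these data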;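 further: receptor stimulated by 5-CT agonist at 100 nM near EC80; beta-lactamase reporter measured by ratiometric fluorescence of a cleavable substrate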
Target sequence (P08908 whole entry, looked up): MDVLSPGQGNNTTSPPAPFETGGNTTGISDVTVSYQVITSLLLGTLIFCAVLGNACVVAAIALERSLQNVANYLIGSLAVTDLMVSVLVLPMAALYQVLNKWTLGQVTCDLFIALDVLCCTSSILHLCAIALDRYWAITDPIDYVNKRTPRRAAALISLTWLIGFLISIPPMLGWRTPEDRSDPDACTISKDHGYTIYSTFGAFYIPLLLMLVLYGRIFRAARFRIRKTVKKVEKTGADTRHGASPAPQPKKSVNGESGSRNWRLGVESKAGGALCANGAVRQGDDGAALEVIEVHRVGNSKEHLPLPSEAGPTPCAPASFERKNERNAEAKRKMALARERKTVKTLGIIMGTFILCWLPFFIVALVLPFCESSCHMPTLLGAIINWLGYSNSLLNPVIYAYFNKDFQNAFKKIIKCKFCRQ
SF-1 act: activators of human SF-1, primary screen, cell-based, CHO-K1, Gal4-SF-1 LBD, luciferase luminescence | activation, % at 10 µM | hit rate 1.9% among 65,000 | CHO-K1 Gal4-SF-1 LBD luciferase reporter; % increase over DMSO SF-1-specific signal | Steroidogenic factor 1 (Homo sapiens), Q13285;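 active means activation above the mean activation of all tested compounds plus 3 SD, cut at about 50% in these data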
Target sequence (Q13285 whole entry, looked up, the tested form may be a part): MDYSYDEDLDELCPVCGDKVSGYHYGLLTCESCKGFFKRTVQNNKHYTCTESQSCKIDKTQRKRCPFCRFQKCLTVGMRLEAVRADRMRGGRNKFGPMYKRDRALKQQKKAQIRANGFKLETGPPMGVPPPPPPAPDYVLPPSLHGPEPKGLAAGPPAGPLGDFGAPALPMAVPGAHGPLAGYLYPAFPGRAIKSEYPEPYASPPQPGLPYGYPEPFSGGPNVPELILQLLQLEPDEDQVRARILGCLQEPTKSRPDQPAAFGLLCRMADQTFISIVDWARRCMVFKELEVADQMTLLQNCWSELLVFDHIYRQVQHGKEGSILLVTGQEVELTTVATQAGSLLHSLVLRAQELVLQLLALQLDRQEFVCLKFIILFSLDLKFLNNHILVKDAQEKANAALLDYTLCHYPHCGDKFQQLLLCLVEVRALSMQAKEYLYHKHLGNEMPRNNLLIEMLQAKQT
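Material: CHO-K1 cells with Gal4–hSF-1 LBD chimera plus Gal4-driven luciferase / Input: 4,000 CHO-K1 cells per well / Incubation: compound exposure 20 h at 37 °C / Signal: luminescence read 15 min after SteadyLite luciferase reagent, after room-temperature equilibration / Read-out: percent activation versus DMSO / Benchmarks: DMSO negative control and −SF1 background wells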
AP ELISA ortho: alternative complement pathway inhibitors, primary screen, biochemical, ELISA, human serum, orthogonally pooled compounds; LPS-coated ELISA, C3 deposition; tested in compound mixtures; inhibition, % at 5 µM; hit rate 0.08% among 62,000;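 active means inhibition above 30% in each of the two pooled mixtures holding the compound, so the lower value exceeds 30%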;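 further: 0% = serum in Mg-EGTA without compound and 100% = EDTA serum blank; some compounds past the cut are filed as inactive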
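Test system: human serum alternative complement pathway, C3 deposition on LPS-coated wells; also added: Plate-bound LPS; doses: 5 µM per compound in ten-compound mixtures; schedule: 1 h at 37 °C; detection: Anti-C3 ELISA, OD 450 nm; evaluation: percent inhibition of C3 deposition onto LPS; repeats: two pool placements per compound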
Ecoli tolC: growth inhibitors of E. coli tolC mutant, primary screen, strain BW25113 ΔtolC::kan, 384-well; growth inhibition, % at 10 µM (by protocol); AID 573, 2007; hit rate 2.2% among 65,000; OD615;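 active means growth inhibition at or above a cutoff equal to the mean over every tested compound plus 3 SD, cut at about 60% in these data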;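 further: growth measured after 20 h incubation at 37 °C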
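Test system: tolC-deleted E. coli BW25113; medium: LB with kanamycin 50 µg/mL; compound: single-point testing at 10 µM; incubation: 20 h compound exposure of bacteria at 37 °C; signal: OD at 615 nm; evaluation: growth inhibition in percent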
The depositor's hits bear a star. Rows are unselected; any-hit rate near 7.1%.

How did Cc1ccc2cc(CN(CC3CCCO3)S(=O)(=O)c3cccc4nsnc34)c(=O)[nH]c2c1 (centres undefined) do in these assays?
S1P3 agonist: -0.4; RORA act: 12; 5HT1E antag: -10; 5HT1E ag: 0.8; S1P1 ag pot: -16; 5-HT1A blocker: -4; SF-1 act: 15; AP ELISA ortho: -8; Ecoli tolC: 14

Results for COc1ccc(-c2noc(-c3ccccc3C(=O)NCc3ccco3)n2)cc1 ?
S1P3 agonist: -1.4; RORA act: -18; 5HT1E antag: -1; 5HT1E ag: -0.4; S1P1 ag pot: 17; 5-HT1A blocker: 19; SF-1 act: 4; AP ELISA ortho: 0; Ecoli tolC: -6

How did NC(=O)c1ccc(-n2nnnc2SCc2ccccc2)cc1 do in these assays?
S1P3 agonist: -0.4; RORA act: -9; 5HT1E antag: 7; 5HT1E ag: 0.9; S1P1 ag pot: -12; 5-HT1A blocker: -6; SF-1 act: 13; AP ELISA ortho: 1; Ecoli tolC: -12

Results for CCNC(=O)NC(=O)CSc1ccc(NC(C)=O)cc1 ?
S1P3 agonist: 0.9; RORA act: -5; 5HT1E antag: 9; 5HT1E ag: -0.6; S1P1 ag pot: 3; 5-HT1A blocker: 5; SF-1 act: -6; AP ELISA ortho: 5; Ecoli tolC: -12

What do the screens show for `COc1ccc(CCNC(=O)CN(C)S(=O)(=O)c2cccc3nsnc23)cc1OC`?
S1P3 agonist: 0.2; RORA act: -9; 5HT1E antag: -5; 5HT1E ag: 0.4; S1P1 ag pot: 0; 5-HT1A blocker: -8; SF-1 act: -4; AP ELISA ortho: 10; Ecoli tolC: -10

Results for CCC(CC)c1nnc(NS(=O)(=O)Cc2ccccc2)s1 ?
S1P3 agonist: 0.9; RORA act: -6; 5HT1E antag: -10; 5HT1E ag: 0.1; S1P1 ag pot: -24; 5-HT1A blocker: -5; SF-1 act: 3; AP ELISA ortho: 5; Ecoli tolC: 33

What do the screens show for `COc1ccc(OC)c(C2CC(=O)c3c([nH]c(C(=O)OCC4CCCO4)c3C)C2)c1` (centres undefined)?
S1P3 agonist: -0.8; RORA act: 25; 5HT1E antag: 13; 5HT1E ag: 0.7; S1P1 ag pot: 13; 5-HT1A blocker: 32; SF-1 act: 36; AP ELISA ortho: 22; Ecoli tolC: -2

What do the screens show for `COc1ccc(C(=O)NCCc2nnc(SCC(=O)Nc3ccccc3)n2C)cc1`?
S1P3 agonist: -0.7; RORA act: -1; 5HT1E antag: 1; 5HT1E ag: -1.4; S1P1 ag pot: -15; 5-HT1A blocker: 7; SF-1 act: 4; AP ELISA ortho: 16; Ecoli tolC: -9

Results for CCOC(=O)C1=C(C)NC(SCC(=O)O)=NC1c1ccccc1 (centres undefined) ?
S1P3 agonist: -0.3; RORA act: 6; 5HT1E antag: -7; 5HT1E ag: 0.6; S1P1 ag pot: -13; 5-HT1A blocker: 0; SF-1 act: 14; AP ELISA ortho: 8; Ecoli tolC: -4

What do the screens show for `CN1CCN(C(=O)c2cc3nc(-c4ccc(F)cc4)cc(C(F)(F)F)n3n2)CC1`?
S1P3 agonist: -0.5; RORA act: -5; 5HT1E antag: 7; 5HT1E ag: 1.2; S1P1 ag pot: -22; 5-HT1A blocker: -8; SF-1 act: 2; AP ELISA ortho: 3; Ecoli tolC: -11

How did COc1ccc(-c2cn3ccsc3n2)cc1 do in these assays?
S1P3 agonist: -1.1; RORA act: -14; 5HT1E antag: -4; 5HT1E ag: 0.5; S1P1 ag pot: -33; SF-1 act: 53*; Ecoli tolC: 13

Results for CCOCCCNC(=O)C1CCN(S(=O)(=O)N2CCCCC2)CC1 ?
S1P3 agonist: 0.0; RORA act: 25; 5HT1E antag: 8; 5HT1E ag: 0.3; S1P1 ag pot: 1; 5-HT1A blocker: 11; SF-1 act: -6; AP ELISA ortho: 3; Ecoli tolC: -4

How did COc1ccc(NC(=O)CSc2nc(O)c(Cc3ccccc3)c(=O)[nH]2)cc1 do in these assays?
S1P3 agonist: -0.9; RORA act: -15; 5HT1E antag: 5; 5HT1E ag: 0.3; S1P1 ag pot: -15; 5-HT1A blocker: -6; SF-1 act: -19; AP ELISA ortho: -10; Ecoli tolC: 1

What do the screens show for `Cc1ccc(SCc2cc(=O)[nH]c(N3CCN(Cc4ccc5c(c4)OCO5)CC3)n2)cc1`?
S1P3 agonist: 0.2; RORA act: -20; 5HT1E antag: -5; 5HT1E ag: 0.1; S1P1 ag pot: 6; 5-HT1A blocker: -13; SF-1 act: 16; AP ELISA ortho: 6; Ecoli tolC: -7

What do the screens show for `Cc1ccc(-c2nnn(CC(=O)N3CCN(c4ccccc4)CC3)n2)o1`?
S1P3 agonist: -1.0; RORA act: 2; 5HT1E antag: -5; 5HT1E ag: -0.6; S1P1 ag pot: 4; 5-HT1A blocker: -7; SF-1 act: -9; AP ELISA ortho: -34; Ecoli tolC: -12

How did O=c1ccc2ccc(OCc3nnc(-c4ccccc4Br)o3)cc2o1 do in these assays?
S1P3 agonist: 1.1; RORA act: 35; 5HT1E antag: -2; 5HT1E ag: -0.1; S1P1 ag pot: -23; 5-HT1A blocker: -5; SF-1 act: 28; AP ELISA ortho: 4; Ecoli tolC: -7

Results for Nc1nc(CSCc2ccccc2)nc(N2CCOCC2)n1 ?
S1P3 agonist: -0.4; RORA act: 19; 5HT1E antag: 17; 5HT1E ag: -0.3; S1P1 ag pot: -15; 5-HT1A blocker: -2; SF-1 act: 34; AP ELISA ortho: 2; Ecoli tolC: -13

Results for CCOCCCNC(=O)C(NC(=O)CC1NC(=O)NC1=O)c1ccc(Cl)cc1 (centres undefined) ?
RORA act: 5; 5HT1E antag: -1; 5HT1E ag: 1.4; 5-HT1A blocker: -8; SF-1 act: -2; AP ELISA ortho: 8; Ecoli tolC: 16

What do the screens show for `Cc1cc(S(=O)(=O)NCCN2CCOCC2)c(C)s1`?
S1P3 agonist: 1.6; RORA act: 16; 5HT1E antag: -7; 5HT1E ag: -0.1; S1P1 ag pot: 0; 5-HT1A blocker: -6; SF-1 act: -1; AP ELISA ortho: 10; Ecoli tolC: -6

How did Cc1oc(-c2ccc(Cl)cc2)nc1CN1CCCC(C(=O)N2CCc3ccccc32)C1 (centres undefined) do in these assays?
S1P3 agonist: 0.2; RORA act: 1; 5HT1E antag: -6; 5HT1E ag: 0.7; S1P1 ag pot: -16; 5-HT1A blocker: -10; SF-1 act: 0; AP ELISA ortho: 12; Ecoli tolC: 11

Two compounds drawn at random from the list so far, as already listed:
What do the screens show for `CN1CCN(C(=O)c2cc3nc(-c4ccc(F)cc4)cc(C(F)(F)F)n3n2)CC1`?
S1P3 agonist: -0.5; RORA act: -5; 5HT1E antag: 7; 5HT1E ag: 1.2; S1P1 ag pot: -22; 5-HT1A blocker: -8; SF-1 act: 2; AP ELISA ortho: 3; Ecoli tolC: -11

Results for COc1ccc(-c2noc(-c3ccccc3C(=O)NCc3ccco3)n2)cc1 ?
S1P3 agonist: -1.4; RORA act: -18; 5HT1E antag: -1; 5HT1E ag: -0.4; S1P1 ag pot: 17; 5-HT1A blocker: 19; SF-1 act: 4; AP ELISA ortho: 0; Ecoli tolC: -6

(listing goes on)
How did CCN(CCNC(=O)CS(=O)(=O)Cc1nc(-c2cccc(OC)c2)oc1C)c1ccccc1 do in these assays?
S1P3 agonist: -0.6; RORA act: 15; 5HT1E antag: 4; 5HT1E ag: 0.2; S1P1 ag pot: 9; 5-HT1A blocker: 11; SF-1 act: 8; AP ELISA ortho: 12; Ecoli tolC: 30

How did CN1CC=C2C(C#N)=C(N)C(C#N)(C#N)[C@H](c3cccc(Cl)c3)C2C1 (some centres undefined) do in these assays?
S1P3 agonist: -0.4; RORA act: -11; 5HT1E antag: -6; 5HT1E ag: 1.3; S1P1 ag pot: 8; SF-1 act: -11; AP ELISA ortho: 14; Ecoli tolC: 4

How did CCOc1ccc(-n2cnnn2)cc1S(=O)(=O)NCc1ccccc1 do in these assays?
S1P3 agonist: -1.8; RORA act: -14; 5HT1E antag: 1; 5HT1E ag: 0.8; 5-HT1A blocker: 8; SF-1 act: 14; AP ELISA ortho: 5; Ecoli tolC: -15

How did CCCn1c(=C(C#N)C#N)s/c(=C2\C=Cc3ccccc3N2CC)c1=O do in these assays?
S1P3 agonist: 0.4; RORA act: 7; 5HT1E antag: -8; 5HT1E ag: -0.6; S1P1 ag pot: -10; 5-HT1A blocker: -3; SF-1 act: -16; AP ELISA ortho: 14; Ecoli tolC: -31

What do the screens show for `CCCSc1nnc(Sc2nnnn2-c2ccccc2)s1`?
S1P3 agonist: -1.7; RORA act: -10; 5HT1E antag: 7; 5HT1E ag: -0.4; S1P1 ag pot: 34; 5-HT1A blocker: 14; SF-1 act: 1; AP ELISA ortho: 1; Ecoli tolC: 26

How did CCSc1n[nH]c(=O)[nH]c1=O do in these assays?
S1P3 agonist: -1.5; RORA act: -8; 5HT1E antag: 18; 5HT1E ag: -2.8; S1P1 ag pot: -5; 5-HT1A blocker: 14; SF-1 act: 2; AP ELISA ortho: -14; Ecoli tolC: -13

What do the screens show for `O=C(CSc1nc2ccccc2[nH]1)NCCCn1ccnc1`?
S1P3 agonist: -1.5; RORA act: -12; 5HT1E antag: -1; 5HT1E ag: -0.5; S1P1 ag pot: 1; 5-HT1A blocker: 10; SF-1 act: -1; AP ELISA ortho: 14; Ecoli tolC: -18

Results for Oc1ccccc1-c1cc(-c2ccccc2Cl)[nH]n1 ?
S1P3 agonist: -0.8; RORA act: -7; 5HT1E antag: -4; 5HT1E ag: 0.7; S1P1 ag pot: 17; 5-HT1A blocker: 24; SF-1 act: 20; AP ELISA ortho: 10; Ecoli tolC: 100*

How did CCCn1c(CN2CCN(C(=O)c3ccco3)CC2)nc2c1c(=O)n(C)c(=O)n2C do in these assays?
S1P3 agonist: -0.1; RORA act: -2; 5HT1E antag: 2; 5HT1E ag: 0.5; S1P1 ag pot: -14; 5-HT1A blocker: 2; SF-1 act: -8; AP ELISA ortho: 15; Ecoli tolC: -4
